Screening data as filed in PubChem BioAssay.
GLP1R cytotox = cytotoxicity counter-screen for GLP-1 receptor inverse agonists; HEK293 cAMP-luciferase reporter cells, luminescence, 24 h; Potency, µM (doses to about 38.3 µM), without a hit: top-dose activity change, negative = inhibition, actives largely listed as inhibitors; 410,000 tested, 0.13% active; AID 624418;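 also: loss of luciferase light is scored as toxicity; potency is read from the fitted curve at half-maximal effect; % is scaled to controls: 0 for no effect and ±100 for the full control effect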
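Here, cytotoxicity is scored as loss of luminescence. The MLSMR collection was tested on cells seeded in medium containing 10% Nu serum, with a 24 hr compound exposure preceded by 12 hours of culture.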
PLK1 PBD block = blocks phosphopeptide binding to human PLK1 polo-box domain; P53350; Plk1 PBD binding of FITC phosphopeptide, fluorescence polarization; Potency, µM, for inactives: max response, negative = inhibition, actives largely listed as inhibitors; 360,000 tested, 2.8% active; also: potency is read from the fitted curve at half-maximal effect; series mostly up to about 57 µM; % is scaled to controls: 0 for no effect and ±100 for the full control effect; nearly all actives have a fitted effect of over 65% in size
GLP1R inv ag = acts as inverse agonist at human GLP-1 receptor | Potency, µM (titrated, usually from 38.3 µM), for inactives: top-dose activity change, negative = inhibition, actives largely listed as inhibitors | P43220 | 410,000 tested, 1.6% active | HEK293 GLP-1R CRE-luciferase, luminescence, 24 h; GLP-1R form is constitutively active; also: potency is read from the fitted curve at half-maximal effect; % is scaled to controls: 0 for no effect and ±100 for the full control effect; nearly all actives have a fitted effect of over 55% in size
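Inverse agonism was detected as reduced cAMP-driven luciferase luminescence after 24 h compound treatment. The cells were HEK293 clones expressing constitutively active human GLP-1R with the reporter. Reporter-only and GPR119 cell lines served as counterscreen controls.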
IL2 activator = activates IL-2 in a cell-based reporter assay; IL-2 activation reporter assay, cell-based qHTS; stimulated with anti-CD3/CD4/CD28 beads; in transgenic mouse T cells; 360,000 tested, 0.065% active; activation, % (series mostly up to about 46 µM); AID 652025; in the data active = activation above about 50%; inconclusive = mostly about 30% to 49%; also: 0% is about no effect
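Unstimulated transgenic mouse T cells; 60-min compound exposure; bead-based TCR/CD4/CD28 stimulation; 18 h culture, 37 degrees C; dual fluorescence (EGFP, DsRed) plate cytometry.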
DRD3 agonist = activates the human D3 dopamine receptor; P35462; D3R DiscoveRx beta-arrestin cells, luminescence, 90 min; max activation, %; 410,000 tested, 0.58% active; in the data active = max activation above about 30%; also: 0% is about no effect; mostly tested at two doses, the higher about 12 µM
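Agonist-mode cell screen: cells plated at 1500/well and incubated overnight at 37 °C, then exposed to library compounds for 90 min at 37 °C. Detection reagent was added for 30–60 min at room temperature, and luminescence was read.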
DRD3 antagonist = antagonists of human D3 dopamine receptor | P35462 | D3R cells, DiscoveRx beta-arrestin luminescence, antagonist mode; hits give low values | max response, negative = inhibition, % | AID 652054 | 360,000 tested, 2.5% active; in the data active = max response below about -50%; inconclusive = no clear call, values can overlap the other calls; also: % is scaled to controls: 0 for no effect and ±100 for the full control effect; mostly tested at two doses, the higher about 12 µM
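Cells expressing the human receptor were seeded at 1500 cells/well, incubated overnight at 37 degrees C in 5% CO2, then exposed to library compounds with dopamine controls for 90 minutes at 37 degrees C before luminescent detection.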
PI5P4Ka inh = inhibitors of human PI5P4K alpha. P48426. PI5P4Kalpha enzyme, ADP-Glo luminescence, 60 min; hits give low values. max response, %. 330,000 tested, 1.2% active. AID 652105; active = max response of -50% or lower; inconclusive = between -30% and -50%; inactive = -30% or higher; also: value at the top dose of about 77 µM; % is scaled to controls: 0 for no effect and ±100 for the full control effect
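Enzyme plus substrate dispensed, test compounds pinned in, then ATP (5 microM final) added. After 60 min at RT, ADP-Glo reagent 1 for 45 min and reagent 2 for 30 min preceded luminescence imaging.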
WRN inhibitor = WRN helicase (human) inhibition; Q14191; WRN helicase unwinding, fluorescent forked duplex, kinetic; Potency, µM (doses to about 114 µM), without a hit: at the top dose activity change, negative = inhibition, hits mostly inhibitors; 360,000 tested, 0.46% active; AID 651768; also: potency is read from the fitted curve at half-maximal effect; % is scaled to controls: 0 for no effect and ±100 for the full control effect; nearly all actives have a fitted effect of over 55% in size
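Kinetic fluorescence helicase assay: unwinding of a quenched forked DNA duplex (100 nM final) with 2 mM ATP final raises red fluorescence (525/598 nm). Compounds sat 15 min at room temperature with 20 nM WRN beforehand.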
GLP1R ag = agonists of human GLP-1 receptor; 380,000 tested, 0.007% active; P43220; HEK293 GLP-1R CRE-luciferase, luminescence, 4-6 h; cells express a hypersensitive GLP-1R form; Potency, µM (series often up to 45.6 µM), without a hit: at the top dose activation, most hits filed as activators; also: potency is read from the fitted curve at half-maximal effect; % of control where 0% means no effect
An asterisk follows results filed as active; ? = inconclusive; . = no result given; & = joins results of further samples; [ ] = dose if it differs, or a comment. Unless noted, calls follow the shape of the dose curve; as a rule, active = well fitted curve in the direction sought with a large enough effect; inconclusive = small, poorly fitted or top-dose-only effect, or another doubt; inactive = no such curve, though single readings can be large; an effect the other way counts as inactive or inconclusive.

Below each compound: GLP1R cytotox	DRD3 antagonist	PI5P4Ka inh	DRD3 agonist	IL2 activator	GLP1R ag	WRN inhibitor	GLP1R inv ag	PLK1 PBD block
COc1cc(C(NC=O)C(=O)Nc2c(C)cccc2C)ccc1O (stereo not given)
    2%	-1	4	2	-0.7	7%	11%	-8%	0%
CC(c1ccc(F)cc1)n1cc(S(=O)(=O)N2CCCC2)ccc1=O (stereo not given)
    0%	5	-14	6	2.4	4%	5%	?	0%
O=C1OC[C@@H]2CCCN2C(=O)[C@H](CC(=O)N(CCO)Cc2ccccc2)C/C=C\C[C@H]1Cc1ccc(F)cc1
    -1%	12	0	-8	0.7	6%	-5%	-6%	1%
Cc1cccc(-c2nc3sc(C)cc3c(=O)o2)c1
    3%[7.66 µM]	12	-4	1	2.4	0%	5%	17%[7.66 µM]	4%
O=C(NCc1cccs1)c1ccncc1
    -14%	-7	-6	4	-2.4	-13%	2%	20%	-3%
CCOC(=O)C1CCN(c2c(NCc3ccc(N(C)C)cc3)c(=O)c2=O)CC1
    -4%	-16	4	-4	-1.2	-3%	-8%	-7%	5%
O=C(Cc1cccc2ccccc12)N/N=C/c1ccc(O)c([N+](=O)[O-])c1
    -4%[7.66 µM]	4	-4	10	-0.6	1%	-29%	2%[7.66 µM]	-9%
COc1ccc2[nH]cc(CCN=C(NC(=O)c3cccc(Cl)c3)Nc3nc(C)cc(C)n3)c2c1
    3%	.	.	4	.	13%	.	16%	.
OCCN1CCN(c2ncnc3c2ncn3[C@H]2CN(Cc3ccncc3)C[C@@H](CO)O2)CC1
    3%	-4	0	6	0.7	4%	4%	-15%	-8%
O=c1cc(-c2ccccc2)nc2nc(-c3ccccc3)[nH]n12
    -17%	?	1	-1	0.4	6%	-20%	6%	-8%
Cc1cccc(OCC(=O)N/N=C/c2sc(=O)n(Cc3cccc(C(=O)O)c3)c2Cl)c1
    2%	-7	-22	-21	-2.3	2%	?	7%	-19%
COc1ccc(C2C(C(=O)c3ccco3)=C(O)C(=O)N2CC2CCCO2)cc1 (stereo not given)
    -10%	-11	-3	-14	-1.0	-1%	-5%	10%	-4%
O=C(O)[C@H](Cc1ccccc1)Nc1ccc([N+](=O)[O-])cn1
    -16%	-6	1	-12	1.1	4%	4%	-4%	-5%
O=C(CC(Cc1ccccc1)c1ccco1)NC1CCCCC1 (stereo not given)
    0%	-26	0	-5	-4.3	0%	-7%	?	-6%
COc1ccc(S(=O)(=O)N(Cc2nc3ccccc3c(=O)[nH]2)C2CCCC2)cc1
    -2%	8	3	-1	3.0	-5%	-8%	?	-8%
CC(C)(C)n1nnnc1C(C1CC1)N1CCN(C/C=C/c2ccccc2)CC1 (stereo not given)
    -2%	?	0	-2	0.1	2%	-3%	7%	4%
O=S(Cc1ccc(Br)cc1)Cc1nnc(SCc2c(F)cccc2Cl)n1-c1ccccc1 (stereo not given)
    ?	?	5	-2	-0.7	-4%	-13%	?	1%
NS(=O)(=O)c1cccc(NC(=O)COC(=O)CCSc2ccccc2)c1
    10%	-23	-9	-21	-5.0	8%	-3%	10%	?
O=c1c2c(n3cnnc3n1-c1ccccc1)-c1ccccc1CC21CCCC1
    24%	-23	-4	1	-0.8	6%	-16%	18%	-11%
Cc1ccccc1OCC(=O)NNC(=O)c1cc(S(=O)(=O)N2CCOCC2)ccc1N1CCCC1
    1%	0	-1	0	-2.5	-9%	-7%	7%	-2%
CC(C)OCCCN(Cc1ccco1)C(=O)c1cc2c(s1)-c1ccccc1OC2
    -3%	.	.	6	.	-5%	.	?	.
CC(=O)Nc1cc(C(=O)O)ccc1S(=O)(=O)c1ccc(C)cc1
    18%	7	.	-1	-2.9	0%	1%	0%	-21%
Cc1ccc(OCCNC(=O)c2cc(C(=O)NCCOc3ccc(C)cc3)cc([N+](=O)[O-])c2)cc1
    -17%	-10	14	-22	-7.1	-1%	-16%	0%	1%
Nc1c(Cl)ncnc1NCC(O)CO (stereo not given)
    12%	-11	2	10	-0.5	3%	2%	13%	-10%
CCOC(=O)C1=CC[C@@H](c2ccc(F)cc2)N(S(=O)(=O)c2ccc(C)cc2)[C@H]1c1ccccc1
    -3%	14	2	8	-0.6	-2%	-7%	?	-10%
O=C(Cn1nnc(N2CCCCC2)n1)c1ccc(Cl)c(Cl)c1
    -4%	0	0	0	1.8	1%	-3%	12%	-14%
O=C(C1CCCCN1S(=O)(=O)c1ccccc1)N1CCN(C(c2ccccc2)c2ccccc2)CC1 (stereo not given)
    16%	-3	.	-22	-3.5	-17%	-11%	?	-16%
COc1ccc(NS(=O)(=O)c2ccc(OC)c(NC(=O)CCC3CCCCC3)c2)cc1
    -14%	-5	1	5	-0.1	-18%	1%	-10%	-3%
N#Cc1nc(Cc2ccccc2)oc1NCc1cccnc1
    -1%	-1	-4	5	0.0	13%	-3%	58%[activator]	-1%
C/C(=N\NC(=O)COc1ccccc1-c1ccccc1)c1cccnc1
    8%	1	1	6	1.5	15%	-11%	-2%	3%

Random excerpt: two entries already listed.
Below each compound: GLP1R cytotox	DRD3 antagonist	PI5P4Ka inh	DRD3 agonist	IL2 activator	GLP1R ag	WRN inhibitor	GLP1R inv ag	PLK1 PBD block
CC(C)OCCCN(Cc1ccco1)C(=O)c1cc2c(s1)-c1ccccc1OC2
    -3%	.	.	6	.	-5%	.	?	.
O=C(CC(Cc1ccccc1)c1ccco1)NC1CCCCC1 (stereo not given)
    0%	-26	0	-5	-4.3	0%	-7%	?	-6%

Additional records
Below each compound: GLP1R cytotox	DRD3 antagonist	PI5P4Ka inh	DRD3 agonist	IL2 activator	GLP1R ag	WRN inhibitor	GLP1R inv ag	PLK1 PBD block
CC(C)(C)CC(C)(C)c1ccc(O)c(CN2CCN(CCC#N)CC2)c1
    -24%	-21	.	1	-2.4	4%	-5%	11µM*	0%
CCCn1c2ccccc2c2cnn(CC(=O)N3CCOCC3)c(=O)c21
    7%	-4	6	2	-1.2	4%	-1%	-14%	-14%
Cc1ccc(-c2ccc3c(c2)O[C@H](CN(C)C(=O)Nc2ccc(C(F)(F)F)cc2)[C@H](C)CN([C@H](C)CO)S3(=O)=O)cc1
    -17%	15	25	0	-0.1	1%	-13%	?	-5%
CCOc1ccccc1N(CC(=O)Nc1ccccc1C(=O)OC)S(C)(=O)=O
    -17%	3	-2	1	-1.6	-8%	-2%	6%	-4%
COc1cccc(/C=N/NC(=S)NCCc2ccccc2)c1OC
    -14%	-11	12	-6	-0.4	25%	-8%	2%	0%
C/C(=N\NC(=O)COc1ccccc1-c1ccccc1)c1ccccn1
    ?	-58*	1	-22	-4.0	11%	-4%	?	26%
Cc1ccc(NC2CCCN(C(=O)CCCN3CCCCC3=O)C2)cc1C (stereo not given)
    2%	0	-3	1	-0.7	0%	-12%	-5%	-6%
COc1cc2sc3ccc(C#Cc4ccc(N)cc4)cc3c(=O)c2cc1OC
    -14%	6	3	35*	-0.2	2%	-6%	26%	1%
O=C(CSc1nc(-c2ccco2)cc(C(F)(F)F)n1)NCCc1ccccc1
    10%	-7	9	-6	-0.5	10%	-3%	?	-11%
CCNC(=O)N(CC)C[C@H]1N[C@@](C)(C(=O)OC)[C@H]2C(=O)N(C)C(=O)[C@@H]12
    -20%	-10	-2	-33	0.2	0%	-1%	-1%	-5%
O=C1CC(C(=O)O)S/C(=N\NC(=O)c2ccc(F)cc2)N1 (stereo not given)
    11%	1	0	6	0.3	11%	-3%	13%	-5%
O=C(COC(=O)c1cccc(Br)c1)NCCNC(=O)COC(=O)c1cccc(Br)c1
    1%	21	1	1	-1.0	-2%	5%	-5%	3%
COc1cc(C(=O)N2CCN(C(=O)C3COc4ccccc4O3)CC2)cc(OC)c1OC (stereo not given)
    -8%	-20	3	-1	-1.9	0%	5%	-3%	-11%
COc1ccccc1CC(NC(C)=O)C(=O)N1CCN(C(=O)Nc2ccccc2Cl)CC1 (stereo not given)
    9%	-8	.	-5	-3.4	19%	0%	0%	-9%
CCOC(=O)C1=C(C)OC(N)=C(C#N)C1c1cc(OC)c2c(c1)OCO2 (stereo not given)
    -8%	12	6	7	-0.1	1%	-7%	15%	-10%
Cc1c(Cl)cccc1NC(=S)NCCN1CCOCC1
    -11%	8	-4	2	-1.0	-6%	-2%	19%	-4%
COC(=O)C1C(=O)C=C(Nc2ccc(F)cc2)CC1c1ccc(OC)cc1 (stereo not given)
    1%	-13	1	0	-3.2	8%	-2%	6%	-7%
O=C(Nc1ccccc1Cl)N1CCSc2ccccc21
    -14%&-1%	-4	11	4&-11	0.0	-6%	-1%	1%&13%	6%
COCc1cc(C)nc(SCC(=O)Nc2ccc(C)c(C)c2)c1C#N
    20%	17	2	-4	-0.1	9%	6%	115%[activator]	-22%
O=C(c1c[nH]c2ccccc12)N1CCOCC1
    -5%	-11	0	0	0.5	2%	-3%	10%	-2%
CSc1ccc(-c2nnn(Cc3ccc(C)cc3)n2)cc1
    -1%	23	7	4	-0.6	1%	10%	?	-4%
O=C(/C=C/c1ccccc1)OCCN1C(=O)c2ccccc2C1=O
    -5%	29	3	10	0.0	16%	1%	3%	0%
COCCN1Cc2cccc(C(=O)Nc3ccc(C(=O)OC)cc3)c2C1=O
    2%	.	.	6	.	-2%	.	12%	.
COc1ccccc1CNC(=O)COC(=O)c1ccc([N+](=O)[O-])o1
    -10%	10	7	2	2.0	-2%	4%[11.6 µM]	15%	-25%
O=C1NC[C@H](CCCCN2CCN(CC3CCCCC3)C(=O)C2=O)N(CC2CCCCC2)C1=O
    5%	10	-4	3	-0.7	3%	6%	30%[activator]	-3%
CCOC(=O)c1ccc(N2C(=O)c3n[nH]c(-c4cccs4)c3C2c2cccc(OC)c2)cc1 (stereo not given)
    -14%	.	.	-11	.	-5%	.	?	.
CCCNC(=O)c1cc(C2CCCN(C(=O)c3ccc4ccccc4c3)C2)on1 (stereo not given)
    -7%	0	-7	-20	-0.1	-7%	-2%	?	-3%
Cc1ccc(OCCC(=O)OCC(=O)NC2CCCC2)cc1
    0%	0	2	-4	0.2	11%	-20%	6%	-11%
